# CAL PDZ FP-1: human CAL PDZ-peptide interaction inhibition; purified CAL PDZ, TMR-peptide fluorescence polarization, 1 h; inhibition, % at 20 µM; actives 0.02% (n = 330,000); AID 504414;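 active = highest replicate inhibition of at least 40%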;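 note: plate controls were DMSO neutral control wells for no effect and unlabeled competitor peptide control wells for full effect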
#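 System: purified tagged CAL PDZ domain construct (CerCALP). Schedule: 1 h incubation at room temperature before polarization reading. Medium: 25 mM sodium phosphate pH 7.4, 150 mM NaCl, TCEP, IgG, Thesit. Read-out: percent inhibition from loss of millipolarization. Measured by: FP readout, S and P plane fluorescence. Probe or stimulus: fluorescent TMR peptide probe.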
# CAL PDZ FP-2: blocks peptide binding to the human CAL PDZ domain | Q9HD26 | purified CAL PDZ, TMR-peptide fluorescence polarization, 1 h | inhibition, % at 24.9 µM | actives 0.92% (n = 300,000) | AID 602252;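 active = mean inhibition of at least 30% with at least half of replicates also reaching 30%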;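 note: 0% = DMSO neutral control and 100% = excess unlabeled competitor peptide PRC23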
# SR-BI DiI inh: inhibitors of mouse SR-BI mediated HDL lipid uptake | actives 0.96% (n = 320,000) | inhibition, % at 12.5 µM | ldlA[mSR-BI] CHO cells, DiI-HDL uptake fluorescence, 3 h;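 active = mean replicate inhibition of at least 70% and a set share of replicates each scoring 70 or more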;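 note: 0% = median of neutral control wells and 100% = median of positive control wells; values of inactives mirror those of a sister screen read the other way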
# Target sequence (Q61009 whole entry, looked up): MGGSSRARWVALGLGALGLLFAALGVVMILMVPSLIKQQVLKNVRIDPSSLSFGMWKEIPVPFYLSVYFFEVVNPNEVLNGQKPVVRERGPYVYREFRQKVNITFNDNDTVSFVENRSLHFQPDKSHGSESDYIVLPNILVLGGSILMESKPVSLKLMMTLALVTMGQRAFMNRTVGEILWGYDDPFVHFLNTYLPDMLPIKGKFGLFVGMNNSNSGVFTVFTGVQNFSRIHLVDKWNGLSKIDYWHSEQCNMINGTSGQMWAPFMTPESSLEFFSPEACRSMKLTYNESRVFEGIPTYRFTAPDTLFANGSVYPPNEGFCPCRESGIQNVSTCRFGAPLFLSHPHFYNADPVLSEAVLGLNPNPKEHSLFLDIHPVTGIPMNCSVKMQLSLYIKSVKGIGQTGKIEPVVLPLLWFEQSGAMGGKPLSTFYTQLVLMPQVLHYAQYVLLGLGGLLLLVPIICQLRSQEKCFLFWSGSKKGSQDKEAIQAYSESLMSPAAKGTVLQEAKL
# SR-BI DiI-HDL act: activators of SR-BI mediated HDL lipid uptake | actives 0.096% (n = 320,000) | activation, % at 12.5 µM | CHO ldlA[mSR-BI] cells, DiI-HDL uptake fluorescence, 3 h; 100 = double the neutral-control signal;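 active = mean replicate activation of at least 60% and every replicate at or above 60%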;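 note: 0% = median plate neutral-control signal and 100% = twice that signal; values of inactives mirror those of a sister screen read the other way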
#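 System: LDL receptor-deficient CHO ldlA cells overexpressing murine SR-BI | Timing: 3 h uptake period with compound, 37 °C | Medium: HEPES-buffered (25 mM, pH 7.4) F12 plus 0.5% BSA | Dosing: Single-point compound dose | Signal: Bottom-read fluorescence, 550/595 nm | Read-out: Retained DiI signal reflecting DiI-HDL uptake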
# MITF TRPM1 HTS: increases MITF-driven TRPM1 promoter luciferase signal; SK-MEL-5 TRPM1-promoter luciferase, 24 h; % of positive control, neutral wells = 0; activation, % at 12.5 µM; actives 0.75% (n = 300,000); AID 588334;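 active = mean activation of at least 80% with every replicate also reaching 80%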;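 note: 0% = neutral control wells and 100% = parthenolide positive control wells; values of inactives mirror those of a sister screen read the other way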
# E coli growth: counter-screen for AddAB inhibitors: E. coli growth inhibition. inhibition, % at 11.9 µM. actives 0.27% (n = 330,000). E. coli V3065 growth, OD600 absorbance, 18 h;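 active = inhibition above the campaign's mean inhibition across all tested compounds plus 3 SD, cut at about 9.9% in these data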;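 note: uninfected addAB+ strain grown without phage in ampicillin broth; 0% = DMSO wells and 100% = ciprofloxacin 0.95 µg/ml wells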
# Wnt bcat act: Wnt/beta-catenin pathway activation; Wnt/beta-catenin reporter cell assay, activator, plate reader; activation, % at 9.35 µM; AID 743398; actives 1.2% (n = 300,000); in the data active = activation above about 30%, passing the limit was not always enough;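 note: 0% = neutral control wells and 100% = positive control wells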
# Tat export inh: inhibitors of E. coli Tat protein transport. E. coli MC4100 TorA-mCherry Tat export, fluorescence. inhibition, % at 10 µM. actives 0.036% (n = 340,000). AID 488895;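 active = mean replicate inhibition at least 50% and at least half of replicates individually reaching 50%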;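 note: exported cargo escapes ClpAP degradation while cytoplasmic cargo is degraded and loses fluorescence; 0% = median of neutral control wells and 100% = median of NaSCN control wells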
# phage Ecoli inh: E. coli growth loss with phage present; actives 0.26% (n = 360,000); inhibition, % at 11.9 µM; growth absorbance; in the data active = inhibition above about 11%
# AddAB inh: less growth of phage-infected E. coli with AddAB. inhibition, % at 11.9 µM. actives 0.29% (n = 330,000). E. coli expressing H. pylori AddAB, absorbance growth; in the data active = inhibition above about 12%;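 note: 0% = vehicle wells of infected cells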
# * marks the source's active call; other numbers are inactive results; / = not tested or not shown.
compound,CAL PDZ FP-1,CAL PDZ FP-2,SR-BI DiI inh,SR-BI DiI-HDL act,MITF TRPM1 HTS,E coli growth,Wnt bcat act,Tat export inh,phage Ecoli inh,AddAB inh
COc1ccc(-c2nn3c(COc4ccccc4)nnc3s2)cc1OC,-3.7,-11,11,-11,-3,-1.0,-6,-3,0.7,0.8
CCOc1ccccc1N1CC(C(=O)N(CC)C2CCS(=O)(=O)C2)CC1=O (stereo not drawn),-0.2,-2,1,-1,-1,-1.1,-4,7,2.2,0.5
Cc1ccc(S(=O)(=O)NC(C)C(c2cccs2)N2CCN(C)CC2)cc1 (stereo not drawn),-2.0,0,-7,7,10,0.9,-6,-2,1.9,-0.3
Cc1cc(Nc2ccc(O)cc2)n2c(nc3ccccc32)c1C#N,-0.1,3,0,0,-16,1.3,0,-3,2.7,-0.6
COc1cc(OC)cc(-n2nnnc2SCC(=O)Nc2ccc(C(C)=O)cc2)c1,-0.9,-3,-4,4,0,2.8,/,-2,1.6,-0.3
C=CCOc1ccc(/C(CC)=N/O)c(OC)c1,0.0,-16,2,-2,10,-1.3,-5,6,3.4,0.8
CCc1cccc(CC)c1N(COC)C(=O)Cn1nnc2ccccc21,-0.1,4,-12,12,-4,1.1,/,-4,1.5,0.5
Cc1ccc(C(C)C)c(OCC(=O)OCC(=O)NC2CCS(=O)(=O)C2)c1 (stereo not drawn),-2.2,-3,5,-5,-14,1.6,1,-7,1.1,0.0
Cc1cc(C)nc(NC(=O)c2c(-c3c(Cl)cccc3Cl)noc2C)n1,/,-5,-2,2,-5,-2.2,1,1,3.0,1.8
OCCn1c(SCCOc2ccccc2F)nc2ccccc21,-2.2,-3,-2,2,/,-0.5,/,0,1.9,-1.4
O=C1CC(NS(=O)(=O)c2cccs2)CN1c1ccc(F)cc1 (stereo not drawn),0.3,/,10,-10,6,2.0,-3,11,2.7,1.1
Cc1cc(NC(=O)CCN2CCCCC2)ccc1Br,-2.9,-4,3,-3,/,-0.8,-1,0,2.8,-0.6
O=C(COC(=O)CNC(=O)c1cccc(OC(F)F)c1)NNC(=O)c1ccccc1,0.0,4,-18,18,8,0.0,1,-5,-0.3,0.6
CC(C)(C)OC(=O)[C@H]1[C@H](c2ccc([N+](=O)[O-])cc2)C2(C(=O)c3ccccc3C2=O)C2c3ccccc3C=NN21 (stereo partly drawn),0.6,-1,7,-7,-10,2.6,-4,6,2.1,4.0
O=S(=O)(c1cccc(F)c1)N1CCN(Cc2ccc3c(c2)OCO3)CC1,0.1,/,14,-14,-9,-1.2,/,-6,-0.5,1.8
Cc1[nH]c2ccccc2c1C(=O)C(C)OC(=O)c1ccc([N+](=O)[O-])o1 (stereo not drawn),-1.7,0,26,-26,-46,-1.1,-2,8,-0.9,0.1
CC(CNC(=O)CCC(=O)N1CCOc2ccc(Cl)cc21)c1ccccc1 (stereo not drawn),-0.5,/,42,-42,/,3.3,1,-4,9.5,-2.9
C/C(=N\O)C1(C)N(O)C(C)(C)C(c2ccc(Br)cc2)=[N+]1[O-] (stereo not drawn),-1.0,-3,-20,20,1,-1.3,/,-1,3.3,2.0
COc1ccc(NC(=O)CSc2nc3sc(C)cc3c(=O)n2C)cc1,-2.0,13,/,/,6,-1.5,2,-3,0.6,3.2
COc1ccc(OC)c(NC(=O)NNC(=O)CCCOc2ccc(Cl)cc2C)c1,-0.5,48*,44,-44,3,1.4,4,5,-0.1,4.7
CCC1C(=O)CC(c2ccc([N+](=O)[O-])cc2)NC1c1ccc([N+](=O)[O-])cc1 (stereo not drawn),-0.3,2,16,-16,-3,-0.2,0,1,2.0,4.0
CC1=C(C(=O)OCc2ccccc2)C(c2ccc(N3CCOCC3)cc2)NC(=O)N1 (stereo not drawn),-0.2,-3,1,-1,3,-0.2,-1,8,1.0,-1.9
Cc1cnc(C(=O)Nc2nnc(SCc3c(Cl)cccc3Cl)s2)cn1,-0.2,-1,29,-29,-10,-5.1,/,-16,-0.6,-1.4
CCCCn1c(N)c(N(CCC(C)C)C(=O)c2cc(CC)c(C)s2)c(=O)[nH]c1=O,-1.4,-1,-8,8,0,-0.6,-2,-5,3.4,-1.2
c1cc2c(cc1Cn1cnnn1)OCO2,-1.6,62*,14,-14,-3,-1.4,-9,0,2.5,1.4

# Later entries:
compound,CAL PDZ FP-1,CAL PDZ FP-2,SR-BI DiI inh,SR-BI DiI-HDL act,MITF TRPM1 HTS,E coli growth,Wnt bcat act,Tat export inh,phage Ecoli inh,AddAB inh
COc1ccc(C(=O)OC(C)C(=O)NC(C)CCc2ccccc2)c(OC)c1 (stereo not drawn),-0.6,-2,10,-10,10,0.6,-1,0,2.5,3.6
O=C(NCC(O)COc1ccc([N+](=O)[O-])cc1)Nc1ccccc1 (stereo not drawn),-0.8,-5,-14,14,-8,-0.2,15,-2,2.9,-0.5
CCc1ccc(S(=O)(=O)Nc2ccc(-c3nc4cccnc4s3)cc2)s1,-1.0,-2,-6,6,17,0.1,-1,-9,0.8,2.2
O=C(Nc1cccc(Cl)c1)NC1CC2CCC(C1)N2Cc1ccco1 (stereo not drawn),-0.9,/,-11,11,/,1.8,-1,0,2.7,0.3
CCOc1ccccc1Nc1nnc(SCC(=O)NC2CCS(=O)(=O)C2)s1 (stereo not drawn),-0.8,-10,11,-11,0,1.2,0,1,5.8,2.4
O=C(Cc1ccc(Br)cc1)OCC(=O)N1CCCCCC1,0.1,8,12,-12,-7,1.6,0,-1,4.4,2.0
COc1ccc(N2C(=O)CNC2=S)cc1,-0.1,-1,-40,40,-8,-0.4,-1,2,3.6,0.5
CC(C)(C)c1ccc(S(=O)(=O)N2CCN(c3ncccn3)CC2)cc1,0.3,-2,-6,6,0,-0.2,-1,3,2.0,0.5
Cc1cc(NC(=O)c2cc3ccccc3o2)no1,-0.6,/,-19,19,-6,/,20,9,1.7,/
O=S(=O)(c1ccc(Cl)cc1)n1nnc2ccccc21,-3.1,0,18,-18,/,-2.6,3,-4,1.7,0.0
O=C(CCCOc1ccc(Cl)cc1Cl)Nc1ncccn1,-0.7,1,-13,13,/,2.1,-2,3,3.6,-0.5
COc1cccc(OC)c1C(=O)Nc1ccc2c(c1)OCCO2,0.3,-12,-6,6,-12,0.6,0,-1,2.4,3.0
Cc1c(Cc2ccc3c(c2)OCO3)sc(NC(=O)c2ccccc2)c1C(N)=O,0.4,/,-11,11,/,-4.0,7,-6,2.8,-4.2
CC(=O)Nc1ccc(S(=O)(=O)Nc2cccc(NC(=O)C(C)(C)C)c2)cc1,-4.3,-1,9,-9,/,-1.6,/,1,6.6,1.0
O=C(CN1C(=O)NC2(CCCC2)C1=O)OCCOc1ccccc1,-2.1,-3,-17,17,5,-1.4,0,-3,1.5,1.8
O=C(CCc1cccc(Cl)c1)N1CCCC(Nc2ccccc2)C1 (stereo not drawn),-3.2,11,-14,14,16,0.4,-1,8,1.7,1.4
CCOc1ccccc1N(CC(=O)NC1CCCC1)C(=O)CNC(=O)c1cccs1,-1.4,-3,/,/,/,1.8,-2,-8,-0.1,1.2
Cc1ccc(NC(=O)CNC(=O)c2ccco2)c(Cl)c1,-1.4,-1,5,-5,11,-1.3,3,-1,0.5,-3.0
CCOC(=O)/C=C/C(=O)OCC(=O)N1CCN(C(=O)c2ccco2)CC1,-3.0,-5,-15,15,-7,-1.9,1,3,3.2,0.7
COc1ccc(C(=O)Nc2ccc(N3CCN(C(=O)c4ccccc4)CC3)cc2)cc1[N+](=O)[O-],0.8,2,37,-37,-7,2.5,-2,-4,-3.6,0.1
CC(=O)c1ccc(NC(=S)NCCCn2ccnc2)cc1,-0.5,-3,-47,47,-7,-0.5,0,7,4.7,0.6
O=C(NCCN1CCN(c2ccccc2)CC1)c1cccn2c(=O)c3cc(Cl)ccc3nc12,-2.0,/,-4,4,1,-0.8,/,2,1.9,2.8
Cc1onc(-c2ccccc2)c1C(=O)Nc1ccc(C(=O)N2CCCCC2)cc1,0.5,1,19,-19,0,-0.6,1,9,-0.5,1.6
CCOCCCNC(=O)CN1C(=O)C(CC)Oc2ccccc21 (stereo not drawn),-1.4,0,-1,1,2,-0.8,/,3,1.2,2.9
CCOc1ccc(CCNC(=O)c2cnccn2)cc1OCC,-2.5,-2,-7,7,-5,0.1,-2,0,-0.7,0.7

# Record cards, as listed above:
# O=C(CCc1cccc(Cl)c1)N1CCCC(Nc2ccccc2)C1 (stereo not drawn) is listed with CAL PDZ FP-1 = -3.2; CAL PDZ FP-2 = 11; SR-BI DiI inh = -14; SR-BI DiI-HDL act = 14; MITF TRPM1 HTS = 16; E coli growth = 0.4; Wnt bcat act = -1; Tat export inh = 8; phage Ecoli inh = 1.7; AddAB inh = 1.4
# COc1cccc(OC)c1C(=O)Nc1ccc2c(c1)OCCO2 is listed with CAL PDZ FP-1 = 0.3; CAL PDZ FP-2 = -12; SR-BI DiI inh = -6; SR-BI DiI-HDL act = 6; MITF TRPM1 HTS = -12; E coli growth = 0.6; Wnt bcat act = 0; Tat export inh = -1; phage Ecoli inh = 2.4; AddAB inh = 3.0

# Going on with the list:
compound,CAL PDZ FP-1,CAL PDZ FP-2,SR-BI DiI inh,SR-BI DiI-HDL act,MITF TRPM1 HTS,E coli growth,Wnt bcat act,Tat export inh,phage Ecoli inh,AddAB inh
N#CCCNC(=O)CCN1CCCCC1,0.5,-5,-5,5,2,-2.4,/,-13,0.9,2.2
O=C(NNC(=O)c1ccccc1[N+](=O)[O-])c1cnccn1,-1.9,-3,-25,25,-2,-0.6,/,2,-1.5,-1.9
CCC(NC(=O)CCC(=O)N1CCN(S(=O)(=O)c2ccc(C)cc2)CC1)c1ccc(C)cc1 (stereo not drawn),0.2,-2,-23,23,/,0.9,-2,-6,1.2,0.1
CCN(CC)S(=O)(=O)c1ccc(S(=O)(=O)N2CCN(C(=O)c3ccco3)CC2)cc1,-1.1,/,-9,9,-2,-0.7,-1,7,3.1,-0.3
O=C(OCn1nnc2ccccc2c1=O)c1ccc(O)cc1,-2.4,-5,-12,12,-3,-0.1,-3,-2,-1.7,-0.3
Cc1ncc(CSc2ccc(Cl)cc2)c(CO)c1O,/,4,4,-4,-3,1.8,-2,11,2.9,3.4
C[C@]12CC[C@@H]3c4ccc(O)cc4CC[C@H]3[C@@H]1C[C@@H](O)[C@@H]2O,-1.4,6,-6,6,6,0.6,-2,-6,3.5,-1.1
O=C(COC(=O)c1ccccc1C(=O)c1ccc(Cl)cc1)NC(c1ccccc1)c1ccccc1,-1.1,7,19,-19,-17,-1.8,-12,-8,2.5,3.4
CCN(CC)S(=O)(=O)c1ccc(C(=O)Nc2cc3oc4ccccc4c3cc2OC)cc1,-1.6,-3,54,-54,5,2.5,/,0,1.7,4.3
COc1ccc2[nH]c(=O)c(CN(Cc3ccc(C)cc3)Cc3nnnn3CC3CCCO3)cc2c1 (stereo not drawn),-0.4,2,-13,13,3,-0.2,/,5,1.7,0.2
CC1=C(C(=O)Nc2cccnc2)C(c2ccccn2)n2nnnc2N1 (stereo not drawn),-2.9,-4,4,-4,/,0.3,19,8,2.0,2.4
O=C(NCCOc1ccccc1-c1ccccc1)c1ccco1,-0.7,-3,13,-13,-2,-1.8,2,1,2.8,-0.5

# Bioassay records as filed in PubChem BioAssay.
